GRK2 inh – blocks RNA aptamer binding to human GRK2. 330,000 compounds, 0.59% hits. AID 488847. bead flow cytometry, FAM-aptamer displacement from GRK2. P25098. inhibition of aptamer binding, % at 10 µM;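 active means inhibition of aptamer binding above 40%, roughly 3 SD of noise, on plates passing a quality check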;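 further: median bead fluorescence of bound FAM aptamer so fluorescent compounds give negative values; no value below 0 was filed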
Target sequence (P25098 whole entry, looked up): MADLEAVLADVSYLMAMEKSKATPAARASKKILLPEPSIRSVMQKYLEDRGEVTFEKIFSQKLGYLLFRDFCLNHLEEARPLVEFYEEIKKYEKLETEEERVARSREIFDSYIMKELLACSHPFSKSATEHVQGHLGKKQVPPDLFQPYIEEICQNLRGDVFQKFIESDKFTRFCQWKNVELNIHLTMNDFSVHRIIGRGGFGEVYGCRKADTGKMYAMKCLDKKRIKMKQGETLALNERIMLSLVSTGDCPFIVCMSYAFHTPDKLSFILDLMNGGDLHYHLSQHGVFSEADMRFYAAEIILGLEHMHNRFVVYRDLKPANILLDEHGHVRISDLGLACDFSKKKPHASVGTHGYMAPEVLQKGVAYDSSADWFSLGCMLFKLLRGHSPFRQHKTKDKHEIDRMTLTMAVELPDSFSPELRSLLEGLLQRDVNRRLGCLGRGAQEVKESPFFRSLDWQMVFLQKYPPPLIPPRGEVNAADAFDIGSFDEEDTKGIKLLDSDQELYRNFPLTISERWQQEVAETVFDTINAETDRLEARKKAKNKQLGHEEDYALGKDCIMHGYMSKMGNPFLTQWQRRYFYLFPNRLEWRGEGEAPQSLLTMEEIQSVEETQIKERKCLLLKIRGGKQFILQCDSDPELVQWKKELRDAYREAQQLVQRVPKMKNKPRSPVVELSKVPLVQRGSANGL
MEP2 TOR yeast – alters MEP2-GFP fluorescence in TOR pathway yeast screen. GFP response vs DMSO, % at 10 µM. 330,000 compounds, 0.51% hits. S. cerevisiae MEP2-GFP strain, flow cytometry GFP, 3 h; 100% = DMSO control level;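 active means GFP response versus DMSO above a set limit, roughly screen mean plus 3 SD, cut at about 180% in these data; inconclusive means fewer than 70 cells counted for a yeast strain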;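 further: median GFP fluorescence of the barcode-gated MEP2-GFP cells per well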
LAP4 TOR yeast – alters LAP4-GFP fluorescence in TOR pathway yeast screen; S. cerevisiae LAP4-GFP multiplex, flow cytometry GFP, 3 h; median GFP as percent of DMSO wells; GFP response vs DMSO, % at 10 µM; 320,000 compounds, 0.34% hits; AID 2023;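 active means GFP response vs DMSO above a set limit, about the screen mean plus 3 SD, cut at about 150% in these data; inconclusive means under 70 cell events counted for the yeast strain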
AGP1-GFP MLPCN – alters AGP1-GFP fluorescence in TOR pathway yeast screen; S. cerevisiae AGP1-GFP multiplex flow cytometry, 3 h; GFP as percent of DMSO wells; GFP response vs DMSO, % at 10 µM; 320,000 compounds, 0.02% hits; AID 2066;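 active means GFP response relative to DMSO above a set limit, near screen average plus 3 SD, cut at about 150% in these data; inconclusive means fewer than 70 cells counted for the yeast strain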;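 further: median GFP channel fluorescence of the gated AGP1 strain per well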
CIT2-GFP yeast – modulators of TOR pathway CIT2-GFP in S. cerevisiae; S. cerevisiae CIT2-GFP strain, flow cytometry, 3 h; 100 means same as DMSO wells; GFP response vs DMSO, % at 10 µM; 320,000 compounds, 0.065% hits; AID 2029;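 active means GFP response relative to DMSO above a set limit, near the screen mean plus 3 SD, cut at about 150% in these data; inconclusive means Fewer than 70 cells measured for a yeast strain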;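 further: ratio of well median GFP fluorescence to mean of DMSO wells on the plate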
GASC-1 inh – inhibitors of human GASC-1 (JMJD2C) demethylase | Q9H3R0 | AID 2099 | 330,000 compounds, 0.069% hits | inhibition, % at 2.35 µM | GST-JMJD2C(1-420) H3K9me3 demethylation, DELFIA europium;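 active means more than half of a compound's replicate wells show inhibition beyond 50%, single wells judged on their own value; inconclusive means some, but no more than half, of replicates pass 50% inhibition; inactive means no replicate passes 50% inhibition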;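 further: signal counts dimethyl H3K9 product captured on neutravidin plate; 0% = median of DMSO wells and 100% = 0.3 times that DMSO median; strong numbers were not always called active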
Target sequence (Q9H3R0 1-420 limits assumed): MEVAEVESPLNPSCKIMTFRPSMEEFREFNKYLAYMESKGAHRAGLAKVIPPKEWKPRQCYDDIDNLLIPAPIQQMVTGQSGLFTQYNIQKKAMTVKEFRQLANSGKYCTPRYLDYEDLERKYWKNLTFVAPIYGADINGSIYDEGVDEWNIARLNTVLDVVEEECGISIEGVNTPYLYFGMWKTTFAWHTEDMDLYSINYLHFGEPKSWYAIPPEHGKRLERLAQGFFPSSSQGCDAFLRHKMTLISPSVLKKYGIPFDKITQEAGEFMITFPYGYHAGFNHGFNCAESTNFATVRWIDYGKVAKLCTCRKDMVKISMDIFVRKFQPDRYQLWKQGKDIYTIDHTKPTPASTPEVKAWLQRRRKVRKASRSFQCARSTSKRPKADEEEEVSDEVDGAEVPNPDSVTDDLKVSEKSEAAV
VLA-4 inh – inhibition in a human VLA-4 binding assay; P13612; inhibition, % (about 7 µM as worked out from the volumes in the protocol); 330,000 compounds, 0.2% hits; VLA-4 expressing cells, ligand binding flow cytometry; in the data active means inhibition above about 50%
RPL19A TOR yeast – yeast TOR pathway RPL19A-GFP modulation. S. cerevisiae RPL19A-GFP strain, flow cytometry, 3 h; active compounds read low. 330,000 compounds, 0.3% hits. AID 2025. percent response vs DMSO, % at 10 µM;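 active means percent response vs DMSO below 50%; inconclusive means fewer than 70 events counted for the yeast strain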;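 further: median channel GFP fluorescence of the barcoded RPL19A-GFP strain; ratio of sample median GFP to plate DMSO average so 100% = DMSO; lower means less RPL19A-GFP as with rapamycin TOR inhibition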
* marks the source's active call; other numbers are inactive results; ? = inconclusive; / = not tested or not shown; & = joins results of further samples.

cpd	SMILES	GRK2 inh	MEP2 TOR yeast	LAP4 TOR yeast	AGP1-GFP MLPCN	CIT2-GFP yeast	GASC-1 inh	VLA-4 inh	RPL19A TOR yeast
1	O=C(COC(=O)c1cc(=O)[nH]c(=O)[nH]1)Nc1cccc(S(=O)(=O)N2CCCCC2)c1	3	111	109	111	114	4	3	106
2	OCCCNc1c2ccccc2nc2ccccc12	3	98	85	79	84	-1	-55	94
3	O=C(OCCCc1ccncc1)c1ccc(S(=O)(=O)N2CCOCC2)cc1	2	102	95	99	97	12	30	98
4	C=CCN(c1ccccc1)S(=O)(=O)c1cccc(C(=O)NCC2CCCO2)c1 (stereo not drawn)	0	91	65	73	84	3	-14	98
5	CCOc1ccc(N2CC(C(=O)Nc3ccc4c(c3)OCCO4)CC2=O)cc1 (stereo not drawn)	2	104	97	94	93	13	-2	101
6	O=C(NNC(=O)C1CCCO1)c1ccc([N+](=O)[O-])cc1 (stereo not drawn)	1	104	93	102	104	1	13	102
7	COc1ccc(/C=C/C(=O)c2c(O)cc(C)oc2=O)c(OC)c1	0	105	104	103	109	2	-19	98
8	Cc1ccc(-c2ccnc(-c3ccc(O)cc3)n2)cc1	0	97	85	78	/	17	6	88
9	COc1ccc(OC)c(NC(=O)c2c(NC(=O)CNCc3ccco3)sc3c2CCC3)c1	2	89	96	/	84	-7&8	2	88
10	COC(=O)[C@@]12CCCCN1[C@H](c1ccc(SC3CCCCC3)cc1)[C@@H]1C(=O)N(C)C(=O)[C@@H]12	0	89	90	100	91	-1	30	96
11	O=C(c1cccs1)N1CC=C(c2ccccc2)CC1	7	100	112	86	73	0	7	92
12	Cc1nc(-c2ccc(Cl)cc2)sc1C(=O)O	0	91	111	96	95	-35	-8	95
13	Cc1cccc(CN2CCC(N3CC(C)OC(C)C3)CC2)c1 (stereo not drawn)	3	102	88	95	101	20	5	98
14	CC1(C)O[C@@H]2[C@H](O1)[C@@H](CO)O[C@H]2n1cc(Br)c(=O)[nH]c1=O	3	96	102	88	90	/	9	91
15	COc1cc(-c2nnc(COC(=O)c3cccn3C)o2)cc(OC)c1OC	6	98	84	93	94	0	-3	104
16	COc1ccc(NC(=O)Cn2nc(Cc3cccnc3)c3ccccc3c2=O)c(OC)c1	2	103	101	111	80	-1	0	98
17	Cc1cc(C(=O)Nc2ccccn2)no1	1	97	96	107	119	-3	2	100
18	Cn1c(=O)[nH]c(=O)c2c1nc(CN1CCOCC1)n2CCCc1ccccc1	0	107	109	103	95	3	0	106
19	CCCC(C)NC(=O)COC(=O)c1ccc(Cl)c(S(N)(=O)=O)c1 (stereo not drawn)	1	?	?	?	?	-2	6	?
20	COc1ccc(N2CC(C(=O)N/N=C/c3ccccc3)CC2=O)cc1 (stereo not drawn)	0	101	90	94	105	8	-27	95

(list continues)
cpd	SMILES	GRK2 inh	MEP2 TOR yeast	LAP4 TOR yeast	AGP1-GFP MLPCN	CIT2-GFP yeast	GASC-1 inh	VLA-4 inh	RPL19A TOR yeast
21	O=C1CC(C(=O)Nc2ncccn2)C(c2ccccc2)O1 (stereo not drawn)	1	98	96	101	92	7	-3	97
22	Cc1ccc(S(=O)(=O)c2nc(C(C)(C)C)oc2N2CCOCC2)cc1	0	103	109	105	102	1	-32	106
23	COC(=O)c1onc(-c2c(C)cc(C)cc2C)c1C(=O)OC	1	105	108	106	103	-23	10	103
24	Cc1cc(C(=O)Nc2c(C)nn(Cc3ccccc3)c2C)on1	2	101	104	100	93	-1	35	100
25	NCCc1nnc(SCc2c(F)cccc2Cl)o1	2	103	105	106	103	30	2	103
26	Fc1ccc(Sc2cc(Cl)c(-c3ccccc3)nn2)cc1	0	100	99	98	99	-5	10	95
27	Cc1cc2cc(CCNC(=O)c3ccc(Br)o3)c(=O)[nH]c2cc1C	1	93	90	99	98	6	0	94
28	Cn1cc(CN2CCCC(CNC(=O)c3ccc4c(c3)OCO4)C2)c2ccccc21 (stereo not drawn)	0	103	102	106	103	7	21	103
29	O=C(CCS(=O)(=O)c1ccc(F)cc1)Nc1nnc(-c2cccs2)o1	0	101	103	107	100	1	5	96
30	O=C(CN1C(=O)COc2ccccc21)N(CCCN1CCOCC1)CC1CC=CCC1 (stereo not drawn)	0	102	102	103	100	0	4	/
31	O=C(CSc1nnc(-c2ccncc2)o1)c1ccc2c(c1)OCCO2	3	96	101	102	97	0	29	99
32	COc1ccc(N2CCN(S(=O)(=O)c3c(C)n(C)c(=O)n(C)c3=O)CC2)cc1	0	96	107	108	103	-4	-8	94
33	Nc1cc(=O)[nH]c(SCC(=O)Nc2nc3ccc([N+](=O)[O-])cc3s2)n1	6	103	113	99	108	-8	1	97
34	CC1CCC(NS(=O)(=O)c2ccc3c(c2)n(C)c(=O)c(=O)n3C)CC1 (stereo not drawn)	3	102	97	108	108	27	5	106
35	CCN(CC)S(=O)(=O)c1ccc(N2CCOCC2)c(NC(=O)c2c3c(nc4ccccc24)CCC3)c1	8	103	100	110	97	0	-12	103
36	Cn1c(=O)cc(SCC(=O)NCCCN2CCN(c3ccccc3F)CC2)c2ccccc21	1	98	103	/	97	7&-3	-3	94
37	CCC(=O)Nc1cccc(NC(=S)NC(=O)c2cccc(C)c2)c1	0	98	96	94	97	0	8	99
38	COc1ccc(C(=O)NCCn2cc(SCC(N)=O)c3ccccc32)cc1	0	98	106	106	110	-14	-3	101
39	COc1ccccc1C1/C(=C(/O)c2ccccc2)C(=O)C(=O)N1CCO (stereo not drawn)	2	102	105	102	109	-25	-1	99
40	CC(=O)c1ccc(NC(=O)CN2C(=O)NC(C)(C3CCCCC3)C2=O)cc1 (stereo not drawn)	2	104	106	103	100	0	3	99

Carrying on.
cpd	SMILES	GRK2 inh	MEP2 TOR yeast	LAP4 TOR yeast	AGP1-GFP MLPCN	CIT2-GFP yeast	GASC-1 inh	VLA-4 inh	RPL19A TOR yeast
41	COc1ccc(C(=O)/C=C/Nc2ccc(NC(C)=O)cc2)cc1OC	1	98	100	92	103	-3	-15	101
42	CCCCCCOC(=O)C1=C(C)NC(=O)NC1c1ccc(O)cc1 (stereo not drawn)	0	90	92	91	86	-2	-4	91
43	c1ccc(CNC2=NCCC2)nc1	2	94	91	94	89	5	9	94
44	C=C(C)C1Cc2c(C)nn(-c3cccc4cccnc34)c2C1 (stereo not drawn)	0	93	104	102	93	-1	4	97
45	COc1cccc(C2C3=C(Nc4[nH]n(-c5ccccc5)c(=O)c42)c2ccccc2C3=O)c1 (stereo not drawn)	0	95	92	95	101	14	-32	99
46	CC(=O)N1c2ccc(S(=O)(=O)NCCC(=O)N(C)C3CCCCC3)cc2CC1C (stereo not drawn)	1	104	99	98	103	-2	7	98
47	Cc1ccc(C)c(-c2csc(Nc3ncccn3)n2)c1	0	104	89	97	98	-2	-16	109
48	COCCN1C(=O)C(=O)/C(=C(/O)c2ccc(C)cc2)C1c1ccccn1 (stereo not drawn)	0	93	107	99	96	6	8	95
49	Cc1cccc(CCN=c2c([N+](=O)[O-])nn(-c3ccccc3)n2O)c1	0	96	118	82	110	-1	-4	99
50	Cc1nn2c(SCC(=O)c3cccs3)cc(C(C)(C)C)nc2c1-c1ccccc1	0	108	107	108	101	8	-11	108
51	c1ccc(CSc2nnc(NC3=NCCCCC3)s2)cc1	4	100	105	97	100	-2	23	99
52	Brc1cccc(C2CC(c3ccccc3)n3nnnc3N2)c1 (stereo not drawn)	4	97	104	100	103	-2	4	99
53	O=C(Cc1ccccc1)Nc1ccccc1CO	4	99	100	100	97	/	11	101
54	Cc1nc(NC(=O)c2ccccc2)sc1-c1csc(Nc2cccc(Cl)c2)n1	2	103	95	105	102	2	4	100
55	COc1ccc2oc(=O)c(C(=O)N3CCN(C(=O)c4ccco4)CC3)cc2c1	0	98	97	100	96	4	-8	100
56	COc1ccc(OCCCC(=O)Nc2cc(Cl)ccc2-n2cncn2)cc1	4	99	107	99	86	-1	4	93
57	Cc1n(CC(O)COCc2ccccc2)c2ccccc2[n+]1C (stereo not drawn)	0	100	98	95	95	-8	3	94
58	O=C(CSc1nnc(SCc2ccc(Cl)cc2)s1)N/N=C/c1c[nH]c2ccccc12	0	95	94	96	106	-3	-11	100
59	CC(C)[C@H](NC(=O)c1ccc([N+](=O)[O-])cc1Cl)C(=O)N1CCN(C/C=C/c2ccccc2)CC1	0	97	93	101	101	0	3	97
60	COc1ccc(C(=O)Nc2ccc(-c3n[nH]c(=S)o3)cc2)cc1OC	2	105	105	109	112	1	-22	101

Next compounds
cpd	SMILES	GRK2 inh	MEP2 TOR yeast	LAP4 TOR yeast	AGP1-GFP MLPCN	CIT2-GFP yeast	GASC-1 inh	VLA-4 inh	RPL19A TOR yeast
61	O=C(NCc1ccc2c(c1)OCO2)c1ccc(COc2cc(Cl)ccc2Cl)o1	0	103	102	104	88	12	44	100
62	COc1ccc(N(CC(=O)Nc2c(C)n(C)n(-c3ccccc3)c2=O)S(=O)(=O)c2ccccc2)cc1OC	3	105	102	108	110	-21	30	103
63	CCOC(=O)C1=C(C)NC(=O)C(C(N)=O)C12CCCCC2 (stereo not drawn)	1	100	97	102	91	/	4	101
64	CCc1nnc(NC(=O)CSc2nnc(Cc3ccccc3)o2)s1	0	104	101	104	102	3	10	99
65	COc1ccc(Cc2nc3ccc(C(=O)NC4CCOC4)cc3o2)cc1 (stereo not drawn)	0	106	90	94	92	-2	29	98
66	C[C@H]1CN([C@@H](C)CO)C(=O)c2cccc(NC(=O)Nc3ccc(C(F)(F)F)cc3)c2O[C@@H]1CN(C)Cc1ccc(Cl)c(Cl)c1	0	94	106	98	104	/	4	97
67	Cc1ccc(S(=O)(=O)NCc2ccc(C(=O)N3CCN(Cc4ccccc4)CC3)cc2)cc1	0	110	107	109	99	?	-1	100
68	COc1ccc(N(C(=O)c2ccco2)S(=O)(=O)c2ccc(F)cc2)cc1	0	97	95	98	91	3	-3	98
69	CCCc1cc2c(cc1NC(=O)c1ccccc1C)OCO2	0	107	98	98	85	6	2	96
70	O=C(O)/C=C\C(=O)Nc1ccc(OCc2ccccc2)cc1	1	98	117	97	96	7	1	95
71	CC(C)c1nnc(NC(=O)C2CCCN2C(=O)Nc2ccccc2)s1 (stereo not drawn)	0	101	87	93	96	-14	5	96
72	Cc1ccc(NC(=O)C2C3C=CC4(O3)C2C(=O)N(CCCN2CCCCC2)C4C(=O)NC2CCCCC2)cc1C (stereo not drawn)	0	81	97	100	92	0	-1	95
73	COc1ccc(Cc2nnc(NS(=O)(=O)Cc3ccccc3)s2)cc1	11	102	100	108	104	6	-14	105
74	CN(CC(=O)Nc1ccccc1C(F)(F)F)C(=O)CSCc1ccccc1	0	96	100	94	86	0	6	85
75	COc1ccc(C(CNC(=O)C(CCSC)NC(=O)c2ccccc2OC)N2CCCCC2)cc1 (stereo not drawn)	0	119	103	100	103	23	-18	115
76	CC(=O)OC1OCCOC1NC(=S)Nc1cccc(C(F)(F)F)c1 (stereo not drawn)	0	100	98	106	/	2	8	98
77	Clc1ccc(OCCCN2CCCCC2)c(Br)c1	0	107	95	99	107	-9	18	103
78	COc1ccc(N2C(=O)CC(N3CCCC4CCCCC43)C2=O)cc1 (stereo not drawn)	1	98	93	94	105	5	-6	98
79	CCOC(=O)c1ccc(/[N+]([O-])=C/c2ccccc2)cc1	0	95	98	92	104	9	11	99
80	CCCc1nc2ccc(NC(C)=O)cc2c(=O)n1Cc1cccc(Cl)c1	3	98	96	98	95	-2	-7	100
81	O=S(=O)(c1ccc2c(c1)OCCO2)N1CCN(S(=O)(=O)c2ccccn2)CC1	0	95	92	86	87	/	0	93
